# NPY-Y2 antag: blocks the human neuropeptide Y Y2 receptor; P49146; actives 0.99% (n = 140,000); inhibition, % at 2.7 µM; NPY-Y2 expressing cells, antagonist mode; in the data active means inhibition above about 17%;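 further: 0% = vehicle with agonist challenge and 100% = reference antagonist with challenge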
# Target sequence (P49146 whole entry, looked up): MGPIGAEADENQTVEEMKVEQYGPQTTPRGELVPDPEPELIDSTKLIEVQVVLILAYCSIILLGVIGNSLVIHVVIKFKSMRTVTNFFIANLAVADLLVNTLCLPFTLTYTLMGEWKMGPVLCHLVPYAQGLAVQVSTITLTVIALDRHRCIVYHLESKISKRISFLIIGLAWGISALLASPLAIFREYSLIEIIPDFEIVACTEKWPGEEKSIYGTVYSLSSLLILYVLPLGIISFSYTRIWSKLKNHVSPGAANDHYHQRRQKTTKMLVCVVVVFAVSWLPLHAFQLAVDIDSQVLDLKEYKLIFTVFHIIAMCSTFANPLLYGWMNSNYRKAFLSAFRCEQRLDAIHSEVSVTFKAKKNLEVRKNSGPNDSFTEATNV
# E-sel TNF inh: TNF alpha driven E-selectin expression inhibition; HUVEC TNFa-induced E-selectin immunofluorescence, high content; inhibition, % at 2 µM; actives 0.71% (n = 120,000); AID 1246;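 active means inhibition above the batch mean plus 3 SD, and confirmed as a hit on visual image review, cut at about 43% in these data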;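 further: 0% = TNF-stimulated DMSO wells and 100% = unstimulated control wells; not every result past the cut was called active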
# PTEN del growth: growth suppressors of cells with PTEN tumor suppressor deletion; HCT116 PTEN-null viability, CellTiter-Glo, 60 h; active compounds read low; viability, % at 10 µM; actives 1.2% (n = 140,000);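 active means viability at or below a set limit, 4 SD under the median of all tested compounds, cut at about 3.7% in these data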;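 further: PTEN knockout HCT116 line with beta catenin targeted HCT116 as companion control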
# BB579 growth dn: reduces growth of yeast BB579 in restrictive medium | S. cerevisiae BB579 growth, OD615, 48 h | inhibition, % at 10 µM | actives 0.51% (n = 140,000);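 active means inhibition above a set limit, 3 SD over the mean compound inhibition, cut at about 44% in these data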; further: inactives centre near -24
#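 Material: Saccharomyces cerevisiae DeaD strain BB579, replicative lifespan model yeast; buffer or medium: CSMM-D restrictive synthetic medium containing dextrose (glucose); compound: 10 µM single dose, DMSO 0.25%; timing: 48 h compound exposure at 30 °C after 4 h preincubation; signal: turbidity as optical density at 615 nm; benchmarks: positive control amphotericin B 10 µg/mL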
# Phagocytosis inh: macrophage phagocytosis inhibition; J774A.1 macrophage IgG-bead phagocytosis, imaging; inhibition, % at 5 µM; actives 0.07% (n = 110,000);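 active means inhibition above the mean of the plate negative controls plus 5 SD, cut at about 13% in these data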;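 further: phagocytic index as fraction of beads internalized from green versus red external bead signal; plate controls were DMSO negative control for no effect and cytochalasin-D positive control for full effect; some results beyond the cut were filed as inactive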
# MRP1 act: MRP-1 activation. H69AR cells + doxorubicin, viability rescue, CellTiter-Glo. viability increase, % at 10 µM. actives 0.61% (n = 140,000). AID 799;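 active means viability gain under doxorubicin at or above a set limit, the compound median plus 3 SD, cut at about 4.7% in these data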;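 further: MRP-1 overexpressing cells given doxorubicin 25 µM after compound pretreatment; 18-22 h compound pretreatment then 72 h with doxorubicin before readout; 0% = doxorubicin-only wells and 100% = vehicle-treated cells without doxorubicin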
# HCT116 bCat-KO: beta-catenin-lacking colon tumor cell growth suppression; HCT116 beta-catenin knockout viability, CellTiter-Glo, 60 h; active compounds read low; AID 818; viability, % at 10 µM; actives 1.5% (n = 140,000);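 active means viability at or under a set limit, the compound median less 4 SD, cut at about 6% in these data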;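 further: 0% = Hyamine 1622 control at 20 µM and 100% = untreated cell control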
# GALR2 blocker: antagonists of human galanin receptor 2 (GALR2) | inhibition, % at 4 µM | actives 0.39% (n = 140,000) | GALR2-expressing cells, antagonist mode | O43603; in the data active means inhibition above about 27%;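 further: cells stimulated with galanin 1-16 at roughly its EC80; 0% = agonist challenge control and 100% = basal control without agonist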
# Target sequence (O43603 whole entry, looked up): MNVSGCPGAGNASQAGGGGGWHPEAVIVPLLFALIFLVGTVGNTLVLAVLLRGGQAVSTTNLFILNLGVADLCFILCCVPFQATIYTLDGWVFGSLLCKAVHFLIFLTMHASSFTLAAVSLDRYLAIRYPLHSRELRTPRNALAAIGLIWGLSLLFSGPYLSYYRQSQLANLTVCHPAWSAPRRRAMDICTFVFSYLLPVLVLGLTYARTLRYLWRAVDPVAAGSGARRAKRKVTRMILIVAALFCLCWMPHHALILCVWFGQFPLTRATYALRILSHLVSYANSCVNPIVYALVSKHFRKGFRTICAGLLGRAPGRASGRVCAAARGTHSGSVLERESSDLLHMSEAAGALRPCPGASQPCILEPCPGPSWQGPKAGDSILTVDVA
# Yeast lifespan up: yeast lifespan extension; S. cerevisiae growth with nicotinamide, OD615; deaD strain in restrictive glucose medium; AID 775; actives 0.68% (n = 130,000); inhibition of the nicotinamide effect, % at 10 µM;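 active means inhibition above a set limit, placed 3 SD over the median of all compounds, cut at about 26% in these data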;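 further: 0% = nicotinamide-treated wells and 100% = cells grown without nicotinamide; some compounds called inactive have numbers as strong as hits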
#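 assay system = DeaD-strain S. cerevisiae | measured by = absorbance at 615 nm | probe or stimulus = nicotinamide 1.5 mM | buffer or medium = CSMM-D glucose medium, restrictive | times = 48 h at 30 °C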
# Measles CPE: protection of cells from measles virus; protection (pct of control), % at 4 µM; Measles virus-infected cells, CPE protection, absorbance; AID 841; actives 1.5% (n = 140,000); in the data active means protection mostly above about 24%, no sharp cut-off; inactive means mostly below about 26%; further: some compounds called inactive have numbers as strong as hits
# The depositor's hits bear a star; . = not tested or not shown.
SMILES,NPY-Y2 antag,E-sel TNF inh,PTEN del growth,BB579 growth dn,Phagocytosis inh,MRP1 act,HCT116 bCat-KO,GALR2 blocker,Yeast lifespan up,Measles CPE
Cc1cccc(NC(=S)NNC(=O)Cc2ccccc2)c1,0,-7,99,-24,-12,0.8,99,-2,0,3
CC1CCCN(C2=C(Cl)C(=O)N(c3cccc(Cl)c3)C2=O)C1 (stereo unspecified),3,.,105,-53,-1,-1.8,93,5,15,13
CCOC(=O)c1cccc(NC(=O)CSc2nc(N)cc(N)n2)c1,1,.,93,-18,0,-3.9,88,-8,-8,31*
COc1ccc(NC(=O)CN(Cc2ccccc2)S(C)(=O)=O)c(OC)c1,1,18,102,-3,4,-2.6,103,2,1,15
CCOc1cc(C(=S)N2CCC(O)CC2)ccc1OS(=O)(=O)c1ccc(Br)cc1,2,27,66,-29,0,-3.1,60,-6,-12,2
CCN1CCN(c2nc3ccccc3nc2C(C#N)S(=O)(=O)c2ccc(C)c(C)c2)CC1 (stereo unspecified),-3,-1,44,-7,-1,-0.8,56,-2,-15,4
CCCOC(=O)c1ccc(NC(=O)c2cnccn2)cc1,-3,-4,102,-26,0,3.3,94,-14,-11,10
COCCNC(=S)N/N=C(\C)c1ccc(O)cc1,2,-5,101,-27,-8,-2.1,102,5,-2,8
O=C(Nc1ccc2oc(-c3ccncc3)nc2c1)c1c(F)c(F)c(F)c(F)c1F,2,-21,106,-83,-2,-0.1,99,-1,1,18
CC(=O)c1cc(F)c(N2CCN(C(=O)COc3ccccc3F)CC2)cc1C,3,5,97,-41,.,-1.6,92,-1,.,5
COc1ccccc1CC(=O)N(CCC#N)CCC#N,-1,-16,104,-22,.,-2.1,93,-1,.,6
O=C(NC1CCCCC1)C1(c2ccccc2)CC1(Cl)Cl (stereo unspecified),2,-2,81,1,.,-2.4,85,2,10,0
O=C(NCc1cccc(C(F)(F)F)c1)C1CCN(c2ncccn2)CC1,11,18,98,-60,0,-1.5,90,5,-15,30
Cc1ccc(S(=O)(=O)NCc2ccc(C(=O)N3CCN(c4ccccn4)CC3)cc2)cc1,3,4,88,8,2,-2.5,86,-5,-2,10
C(=N\n1cnnc1)/c1ccc(OC2CSC2)cc1,2,.,.,-2,-1,0.4,85,-4,-8,36

# Measles CPE, hit marks shown above
structure | NPY-Y2 antag | E-sel TNF inh | BB579 growth dn | Phagocytosis inh | GALR2 blocker | Yeast lifespan up | Measles CPE
CCOC(=O)c1cccc(NC(=O)CSc2nc(N)cc(N)n2)c1 | 1 | . | -18 | 0 | -8 | -8 | 31*

# Entries listed so far containing fluorine:
SMILES,NPY-Y2 antag,E-sel TNF inh,PTEN del growth,BB579 growth dn,Phagocytosis inh,MRP1 act,HCT116 bCat-KO,GALR2 blocker,Yeast lifespan up,Measles CPE
O=C(Nc1ccc2oc(-c3ccncc3)nc2c1)c1c(F)c(F)c(F)c(F)c1F,2,-21,106,-83,-2,-0.1,99,-1,1,18
CC(=O)c1cc(F)c(N2CCN(C(=O)COc3ccccc3F)CC2)cc1C,3,5,97,-41,.,-1.6,92,-1,.,5
O=C(NCc1cccc(C(F)(F)F)c1)C1CCN(c2ncccn2)CC1,11,18,98,-60,0,-1.5,90,5,-15,30

# (cont.)
SMILES,NPY-Y2 antag,E-sel TNF inh,PTEN del growth,BB579 growth dn,Phagocytosis inh,MRP1 act,HCT116 bCat-KO,GALR2 blocker,Yeast lifespan up,Measles CPE
CC(C)Nc1nc(Cl)nc(NCCOc2ccccc2)n1,8,-2,77,-40,-9,-0.3,82,-1,-4,22
Cc1cc(C)cc(N(C(=O)c2sc(C)nc2C)C(C(=O)NCc2ccco2)c2ccccc2)c1 (stereo unspecified),2,22,88,-61,0,-1.2,82,5,-18,14
CCC(=O)N1CCN(c2ccc(NC(=O)c3ccc(-c4ccccc4)cc3)cc2)CC1,4,17,108,-66,-2,0.2,104,-8,-5,20
Cc1c(Cl)cccc1N1C(=O)C2ON(c3ccccc3)C(c3cccnc3)C2C1=O (stereo unspecified),1,.,95,7,-1,-1.1,92,7,-13,12
CCn1c(CSc2nccn2C)nc2cc(C(=O)O)ccc21,1,17,103,-20,1,-2.5,98,6,-15,51*
COc1cccc(NC(=O)C(NCC2CCCCC2)c2ccccc2)c1 (stereo unspecified),5,-11,74,-19,-1,-1.2,82,8,0,0
N#Cc1ccccc1NC(=O)COC(=O)c1ccc2c(c1)OCCO2,0,.,100,-21,0,-1.2,91,-8,-16,14
Cc1ccc(-c2cc(C(=O)N3CCN(c4ncccn4)CC3)c3ccccc3n2)cc1,-1,-27,39,-12,3,-5.2,48,-1,0,4
CCOC(=O)CC1=C(C(=O)OCC)C(c2ccc(OC)cc2OC)C(C#N)=C(N)O1 (stereo unspecified),3,-16,93,-24,-4,-3.0,89,-7,-14,22
CC1(C)CC(=O)C2=C(C1)OC(N)=C(C#N)C21CCN(Cc2ccccc2)CC1,1,-6,98,-47,-2,-3.6,93,1,-5,7
CCOc1ccc(/C=N/O)cc1,1,2,98,-13,-1,-0.7,101,-17,-8,20
O=C(CCS(=O)(=O)c1ccc(Cl)cc1)N1CCN(S(=O)(=O)c2cccs2)CC1,0,-16,83,-19,.,0.2,89,-13,-8,21
COc1ccc(Nc2nc(-c3c[nH]c4ccccc34)cs2)cc1,0,9,91,-39,0,-4.0,98,21,-7,32
COCc1cc(C)nc(SCC(=O)Nc2ccccc2C)c1C#N,0,-11,107,-47,0,-1.4,106,7,-1,12
CCC(OC(=O)c1cc2sccc2n1C)C(=O)NCC1CCCO1 (stereo unspecified),0,-24,105,-69,1,-0.4,97,-4,-3,10
Nc1cc(N)nc(SCCOc2ccccc2)n1,2,.,97,-18,-1,0.9,98,5,-10,6
CC(=O)N1CCN(Cc2nc3cc(NC(=O)c4ccccc4)ccc3n2C)CC1,1,5,87,-31,.,-1.7,95,8,0,4
O=C(c1ccccc1)c1ccc(C(=O)N2CCOCC2)cc1,1,14,97,-27,-1,-1.0,103,3,-19,6
Cc1ccc(OCc2nnc(SCC(=O)O)n2N)cc1,0,16,86,-14,.,-1.6,92,4,-7,40*
CN(C(=O)COc1ccccc1)c1nnc(C23CC4CC(CC(C4)C2)C3)s1,2,3,88,-21,.,-3.5,69,3,1,12
CCCC(=O)c1ccc(N2CCN(S(=O)(=O)c3ccccc3)CC2)c(F)c1,-1,-2,55,1,-1,-0.2,52,2,-5,9
C(=C\c1ccccc1)/C=N/Nc1nc(N2CCCCC2)nc(N2CCCCC2)n1,1,.,81,-24,.,0.4,108,16,-19,1
O=C(CCC(=O)NNC(=O)COc1ccccc1)NCc1ccccc1,10,-27,88,-2,.,-2.4,77,5,-13,4
CN1CCN(c2ccc(S(=O)(=O)N3CCCCC3)cc2NC(=O)Cc2ccccc2F)CC1,3,-17,97,-22,-3,-1.1,86,1,-1,6
CCOC(=O)c1nnn(-c2nonc2N)c1-c1cccc2ccccc12,4,.,99,15,-1,-0.1,90,-8,-8,8
Cc1ccc(N(CC(=O)Nc2ccc3c(c2)OCCO3)S(=O)(=O)c2c(C)noc2C)cc1,-1,.,80,-36,-1,-1.2,84,1,13,17
N#Cc1cc(-c2ccc(Cl)cc2)cnc1Sc1ccccc1,3,.,66,-19,.,0.8,69,2,-9,22
COc1ccc(C(=O)Nc2nccs2)cc1OC,1,-18,106,-52,-2,0.5,100,6,-17,2
C=CCNCCCCOc1ccccc1,28*,-13,95,-31,-6,0.1,89,-2,4,12
O=S(=O)(NCc1cccnc1)c1cc(Cl)ccc1Cl,2,.,98,-43,0,-0.2,82,4,-7,7

# Some of these compounds in order of the Yeast lifespan up value, ascending.
SMILES	Yeast lifespan up
O=C(c1ccccc1)c1ccc(C(=O)N2CCOCC2)cc1	-19
COc1ccc(C(=O)Nc2nccs2)cc1OC	-17
CN1CCN(c2ccc(S(=O)(=O)N3CCCCC3)cc2NC(=O)Cc2ccccc2F)CC1	-1
C=CCNCCCCOc1ccccc1	4

# Next section.
SMILES,NPY-Y2 antag,E-sel TNF inh,PTEN del growth,BB579 growth dn,Phagocytosis inh,MRP1 act,HCT116 bCat-KO,GALR2 blocker,Yeast lifespan up,Measles CPE
CCOC(=O)c1ccc(NS(=O)(=O)N2CCCCCC2)cc1,2,-8,65,-46,1,-3.9,67,0,-20,4
CCOC(=O)CNc1ncnc2nc[nH]c12,0,-3,104,-16,0,-0.7,99,5,-11,6
Cc1ccc(C)c(NC(=S)NCc2cccs2)c1,1,.,94,-25,.,-3.8,89,15,9,12
Nc1ccccc1-c1nnc(SCc2ccccc2Cl)[nH]c1=O,2,3,106,-17,-3,-1.2,94,4,-3,7
Cc1ccc(NC(=O)CSC2=C(C#N)C(c3ccc4c(c3)OCO4)C3=C(CCCC3=O)N2)c(C)c1 (stereo unspecified),-1,-1,81,-33,-1,-1.1,93,5,-11,21
O=C(C1CCCO1)N1CCN(c2ccc(F)cc2)CC1 (stereo unspecified),0,12,104,2,.,0.7,90,-10,.,23
COc1ccc(Cl)cc1NC(=O)Nc1cccc([N+](=O)[O-])c1C,0,-8,4,-17,3,-1.0,3.1*,9,-5,5
CCN1CCCC1CNC(=O)c1cc(OC)c(OC)c(OC)c1 (stereo unspecified),0,-20,89,-2,.,-2.0,86,7,-3,23
Cc1cccc(-n2c(O)c(C=Nc3ccccc3N)c(=O)[nH]c2=O)c1,0,-10,78,-51,0,-6.2,86,-1,-17,26
COc1cccc(-c2nn(-c3ccccc3)cc2C(=O)NCC(=O)O)c1,0,-37,113,-6,0,2.0,97,-5,-6,9
O=C(Cc1cn(Cc2cccc(Cl)c2)c2ccccc12)N1CCCC1,4,-1,64,3,0,-1.3,66,-3,-1,5
Cc1cc(C)nc(-n2nc(C)cc2NC(=O)c2cccc(S(=O)(=O)N3CCOCC3)c2)n1,1,.,83,-20,0,-4.5,75,0,-2,4
CCNC(=S)NNC(=O)Nc1ccccc1,2,2,95,-30,0,-1.0,82,-6,4,3
CCOC(=O)c1c(C)[nH]c(C(=O)Cn2c(=O)oc3ccccc32)c1C,1,-27,102,-35,0,-0.6,101,-1,-7,10

# Quoted from the listing.
# Reading of CCN1CCCC1CNC(=O)c1cc(OC)c(OC)c(OC)c1 (stereo unspecified) in NPY-Y2 antag: 0
# Reading of Cc1cccc(-n2c(O)c(C=Nc3ccccc3N)c(=O)[nH]c2=O)c1 in Yeast lifespan up: -17
